Screens from PubChem.
GLA spleen mod = alpha-galactosidase A (human) modulation; P06280; 240,000 tested, 0.008% active; human spleen homogenate, 4MU-alpha-Gal fluorescence, 40 min; AID 2107; Potency, µM (titrated, usually from 80 µM), without a hit: at the top dose activity change, negative = inhibition, hits mostly inhibitors;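 also: potency is read from the fitted curve at half-maximal effect; 0% = enzyme with vehicle and -100% = no enzyme basal signal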
Target sequence (P06280 32-429 limits assumed): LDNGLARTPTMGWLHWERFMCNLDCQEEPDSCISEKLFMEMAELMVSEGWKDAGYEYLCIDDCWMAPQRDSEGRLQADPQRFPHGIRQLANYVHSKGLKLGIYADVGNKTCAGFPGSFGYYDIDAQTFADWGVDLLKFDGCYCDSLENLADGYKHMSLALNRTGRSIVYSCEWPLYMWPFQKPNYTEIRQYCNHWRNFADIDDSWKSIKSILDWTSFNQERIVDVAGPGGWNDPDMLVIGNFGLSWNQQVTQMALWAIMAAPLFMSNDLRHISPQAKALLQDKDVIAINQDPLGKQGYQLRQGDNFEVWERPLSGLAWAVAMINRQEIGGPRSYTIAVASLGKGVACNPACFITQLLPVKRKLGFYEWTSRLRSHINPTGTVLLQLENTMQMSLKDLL
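Fluorogenic readout (Ex 365/Em 440 nm) of 4-methylumbelliferone released from 1 mM 4-MU-alpha-galactoside by spleen homogenate, 40 min at 37C, pH 5.0. Data normalized to no-enzyme and enzyme controls; Hill-equation AC50 from compound titrations.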
Epigenetic reg = epigenetic control regulation, reporter derepression. Potency, µM (top dose mostly 53.9 µM), without a hit: top-dose GFP activation, usual class: activators. 280,000 tested, 0.2% active. murine LDR cells, GFP reporter derepression, 30 h. AID 1865; also: potency is read from the fitted curve at half-maximal effect; % of control where 0% means no effect; nearly all actives have a fitted effect of over 60% in size
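In this reporter-derepression format, murine cells bearing a silenced integrated CMV-GFP locus incubate with test compound (30 h, 37 C), then are washed and imaged; fluorescent objects of 20–120 um count as induced cells.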
NPSR antag = neuropeptide S receptor (human) antagonism, cAMP | Potency, µM (series often up to 38.3 µM), for the others: at the highest dose activity change, negative = inhibition, most hits filed as inhibitors | CHO-NPSR cells, cAMP TR-FRET, antagonist mode | 220,000 tested, 1% active; also: potency is read from the fitted curve at half-maximal effect; % is scaled to controls: 0 for no effect and ±100 for the full control effect; nearly all actives have a fitted effect of over 50% in size; many of its hits are not listed in these tables
CBFb-RUNX1 inh = CBF-beta/RUNX1 interaction disruption; Q01196+Q13951; AlphaScreen CBFb-His/RUNX1-biotin binding, biochemical; Potency, µM (series often up to 59.8 µM), inactives show top-dose activity, negative = inhibition, hits mostly inhibitors; 230,000 tested, under 10 active; also: % of control where 0% means no effect
Target sequence (Q01196 whole entry, looked up): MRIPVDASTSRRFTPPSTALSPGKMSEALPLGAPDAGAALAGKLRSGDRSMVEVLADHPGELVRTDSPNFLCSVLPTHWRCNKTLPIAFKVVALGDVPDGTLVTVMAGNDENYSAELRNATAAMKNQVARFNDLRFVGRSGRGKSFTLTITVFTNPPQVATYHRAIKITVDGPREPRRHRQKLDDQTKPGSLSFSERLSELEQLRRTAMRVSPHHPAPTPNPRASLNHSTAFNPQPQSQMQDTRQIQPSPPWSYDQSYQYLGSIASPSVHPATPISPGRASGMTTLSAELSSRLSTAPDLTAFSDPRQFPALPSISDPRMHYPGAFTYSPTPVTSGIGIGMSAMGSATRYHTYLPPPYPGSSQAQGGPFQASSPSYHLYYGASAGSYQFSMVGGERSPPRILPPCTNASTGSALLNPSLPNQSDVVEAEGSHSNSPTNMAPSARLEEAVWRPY
Target sequence (Q13951 whole entry, looked up): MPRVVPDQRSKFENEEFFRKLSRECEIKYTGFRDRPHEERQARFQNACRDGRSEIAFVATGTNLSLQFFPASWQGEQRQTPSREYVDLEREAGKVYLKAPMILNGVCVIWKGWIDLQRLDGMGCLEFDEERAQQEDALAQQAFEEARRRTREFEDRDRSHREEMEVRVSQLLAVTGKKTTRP
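Inhibition was taken as any reduction in AlphaScreen signal from the CBF-beta–RUNX1 pair (His and biotin tags, 30 nM each), measured after compound (15 min) and bead (90 min) incubations at room temperature.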
Luc counter = blocks Kinase-Glo luciferase, a counter-screen artifact | Q27757 | Kinase-Glo luciferase, ATP luminescence, 8 min | 200,000 tested, 0.28% active | Potency, µM (top dose mostly 38.3 µM), for the others: at the highest dose activity change, negative = inhibition, most hits filed as inhibitors; also: potency is read from the fitted curve at half-maximal effect; % is scaled to controls: 0 for no effect and ±100 for the full control effect; nearly all actives have a fitted effect of over 60% in size
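Kinase-Glo luciferase light output from ATP and luciferin was measured with 10 uM ATP, within the enzyme's linear range. Buffer: 50 mM imidazole pH 7.2, 50 mM KCl, 7 mM MgCl2, 0.01% Tween 20, 0.05% BSA; luminescence read after 8 min at ambient temperature.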
IMPase Li cell = IMPase inhibition in cells with lithium potentiation | 210,000 tested, 0.35% active | Potency, µM (series often up to 59.4 µM), for the others: top-dose activity, negative = IMPase inhibition, hits mostly inhibitors | AID 1457 | CHO-M1 cells, IP1 TR-FRET (IP-One), carbachol + lithium;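 also: IP1 builds up when IMPase is blocked and the TR-FRET signal falls; potency is read from the fitted curve at half-maximal effect; plate controls were basal vehicle for no effect and high inhibitor control for full effect; nearly all actives have a fitted effect of over 50% in size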
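CHO cells stably expressing M1 receptor (2000/well, cultured 16–30 h) treated 30 min at 37C with compound plus low lithium. Cytosolic IP1 by TR-FRET (665/620 ratio and 620 channel) after 10 min lysis; AC50 by Hill fit.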
Lamin A splicing = LMNA splicing modulation | 200,000 tested, 0.01% active | AID 1487 | Potency, µM (series often up to 46.1 µM), without a hit: top-dose ratio change, negative = inhibition, most hits filed as inhibitors | HeLa LMNA splicing GFP/RFP minigene ratio, 48 h; active = well fitted inhibition curve with a large enough effect in the signal ratio, with a control signal flat, not every such curve was filed as active; inconclusive = small, poorly fitted or top-dose-only effect, or effect the other way, or a change in a side signal; the % refers to the signal ratio; also: potency is read from the fitted curve at half-maximal effect; % is scaled to controls: 0 for no effect and ±100 for the full control effect
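Read-out is the ratio of GFP to DsRed2 object intensity, acquired by 488 nm laser-scanning cytometry on HeLa lamin A-EGFP minigene reporter cells. Compound incubation 48 hrs at 37 °C in Opti-MEM with 2% FBS; DMSO 0.5% final.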
* marks the source's active call; other numbers are inactive results; ? = inconclusive; nt = not tested or not shown; [ ] = another dose, or the depositor's remark. Unless noted, calls follow the shape of the dose curve; as a rule, active = well fitted curve in the direction sought with a large enough effect; inconclusive = small, poorly fitted or top-dose-only effect, or another doubt; inactive = no such curve, though single readings can be large; an effect the other way counts as inactive or inconclusive.

Screens in order – GLA spleen mod | Epigenetic reg | NPSR antag | CBFb-RUNX1 inh | Luc counter | IMPase Li cell | Lamin A splicing
Cc1c(NC(=O)C(CC(=O)O)NCc2ccco2)c(=O)n(-c2ccccc2)n1C (stereo not given)
  5% | -1.0% | 7%[46.1 µM] | 3% | -1% | 4% | 0%
CCOC(=O)c1[nH]c2cc3c(cc2c1NC(=O)CN1CCCC1)OCO3
  3% | -1.3% | -2% | 6% | nt | nt | nt
O=C(N/N=C/C=C/c1ccccc1)C1CC1c1ccccc1 (stereo not given)
  6% | 1.2% | -13%[46.1 µM] | -2% | 0% | 6% | -10%
Cc1c(NS(=O)(=O)c2ccc(Cl)c(C(=O)OC(C)C(=O)N3CCOCC3)c2)c(=O)n(-c2ccccc2)n1C (stereo not given)
  -1% | -0.4% | 9% | -5% | 1% | 2% | -3%[46 µM]
CN(Cc1ccon1)Cc1cn(C)nc1-c1cccc(Cl)c1
  3% | -0.1% | 16% | -2% | -1% | -2% | nt
Cc1ccsc1C(=O)OCc1csc(-c2ccccc2)n1
  3% | -1.0% | -27%[46.1 µM] | ? | ? | 31%[38.3 µM] | -16%
COc1ccc(NC(=S)N(CCCN2CCOCC2)C(C)c2cc3cccc(OC)c3o2)cc1 (stereo not given)
  5% | -0.9% | -45% | -1% | 1% | 9% | -1%[46 µM]
O=C(/C=C\Nc1ccccc1Br)c1ccc2c(c1)OCO2
  -3% | 0.0% | -14% | -23% | 10µM* | 6% | -8%[46 µM]
CCC(C)(C(=O)NC1CCCC1)N(C(=O)c1cnccn1)c1ccccc1 (stereo not given)
  3% | -1.2% | -11%[46.1 µM] | -3% | 14% | 4%[38.3 µM] | 6%
CCCCNC(=O)C1CCN(S(=O)(=O)N2CCOCC2)CC1
  -22% | -1.3% | 22% | 5% | nt | -8% | nt
Cc1nnc2sc(SCc3ccc(Cl)cc3)nn2c1=O
  0% | -1.0% | 14% | -12% | -1% | 2% | -16%
O=C(CSc1nccc(=O)[nH]1)Nc1ccc(F)c(Cl)c1
  -4% | 0.0% | -3%[46.1 µM] | -2% | 0% | 17%[38.3 µM] | -1%
Cn1c(=O)n(Cc2ccccc2)c(=O)c2c1nc1n2CCCN1Cc1ccccc1
  3% | 0.0% | ? | -19% | 2% | 31%[activator][38.3 µM] | -9%
C/C=C/COc1nc2c(c(=O)n(C)c(=O)n2C)n1C
  -1% | -0.8% | 5%[46.1 µM] | 4% | 0% | 2% | -5%
CCCCOCC(O)CCc1n[nH]c(=S)n1-c1ccccc1 (stereo not given)
  17% | 1.4% | 6% | 6% | 5% | 6% | ?
COCCCNC(=O)c1ccc(Cn2c(=O)c3ccccc3n(Cc3ccccc3C#N)c2=O)cc1
  -3% | 2.8% | -2%[46.1 µM] | 4% | 7% | 27%[38.3 µM] | -15%
O=C(Nc1ccc2ccccc2c1)c1cccnc1
  -2% | 0.4% | 0%[46.1 µM] | 0% | 1% | -15%[38.3 µM] | 5%
O=C(NCCCn1ccnc1)c1ccco1
  -1% | -2.1% | 1%[46.1 µM] | 4% | -4% | 22%[38.3 µM] | -4%
Cc1nn2c(-c3ccc(Cl)cc3Cl)nnc2s1
  0% | 0.0% | -1%[46.1 µM] | 0% | -8% | -8%[38.3 µM] | 6%
COC(=O)c1ccc(CSc2nnc(-c3c[nH]c4ccccc34)n2-c2ccccc2)cc1
  2% | 1.1% | ? | -12% | 8% | 6% | 7%
O=c1cc(CNc2cc(C(F)(F)F)cc(C(F)(F)F)c2)nc2sccn12
  1% | -3.2% | -41% | 8% | -3% | -5% | -3%
Cc1ccc(CS(=O)(=O)Cc2ccc(C(=O)NCc3cccs3)o2)cc1
  -3% | -0.8% | -20% | 1% | -1% | -3% | nt
NCCC(=O)N[C@H](Cc1cnc[nH]1)C(=O)O
  11% | -0.4% | nt | nt | 1% | 0% | -9%
CCCCCc1cc(O)c2c(C)cc(=O)oc2c1
  3% | 0.9% | -10%[46.1 µM] | 15% | 2% | ? | -22%
COc1cc(NC(=O)c2ccccc2)c(OC)cc1Cl
  15% | -0.1% | -23% | 5% | 4% | 3% | 2%
Cc1cccc(COCC(Cc2ccccc2)N2CCN(C(=O)c3cc(Cl)cc(Cl)c3)CCC2=O)c1 (stereo not given)
  4% | 0.0% | ? | 0% | 2% | 13% | ?
N#CCCn1c(=O)c(-c2ccc(Cl)cc2)nc2cnc(OCc3ccccc3)nc21
  -4% | nt | nt | nt | -2% | 18% | nt
NC(C(=O)O)C(CC(=O)O)c1ccc(Cl)cc1 (stereo not given)
  5% | 0.0% | nt | 4% | nt | 10% | nt
Nc1c(C(=O)NCCc2ccccc2)nnn1Cc1ccc(Br)cc1F
  -18% | 1.6% | -21% | 1% | -1% | -4% | nt
Cc1cc(C)nc(SCC(=O)Nc2cccc(S(=O)(=O)N(C)C)c2)n1
  -2% | 0.0% | 14% | 10% | 0% | 1% | -9%[46 µM]

A run of entries from the list above, for reference:
Screens in order – GLA spleen mod | Epigenetic reg | NPSR antag | CBFb-RUNX1 inh | Luc counter | IMPase Li cell | Lamin A splicing
Cc1c(NC(=O)C(CC(=O)O)NCc2ccco2)c(=O)n(-c2ccccc2)n1C (stereo not given)
  5% | -1.0% | 7%[46.1 µM] | 3% | -1% | 4% | 0%
CCOC(=O)c1[nH]c2cc3c(cc2c1NC(=O)CN1CCCC1)OCO3
  3% | -1.3% | -2% | 6% | nt | nt | nt
O=C(N/N=C/C=C/c1ccccc1)C1CC1c1ccccc1 (stereo not given)
  6% | 1.2% | -13%[46.1 µM] | -2% | 0% | 6% | -10%
Cc1c(NS(=O)(=O)c2ccc(Cl)c(C(=O)OC(C)C(=O)N3CCOCC3)c2)c(=O)n(-c2ccccc2)n1C (stereo not given)
  -1% | -0.4% | 9% | -5% | 1% | 2% | -3%[46 µM]
CN(Cc1ccon1)Cc1cn(C)nc1-c1cccc(Cl)c1
  3% | -0.1% | 16% | -2% | -1% | -2% | nt
Cc1ccsc1C(=O)OCc1csc(-c2ccccc2)n1
  3% | -1.0% | -27%[46.1 µM] | ? | ? | 31%[38.3 µM] | -16%

The results go on.
Screens in order – GLA spleen mod | Epigenetic reg | NPSR antag | CBFb-RUNX1 inh | Luc counter | IMPase Li cell | Lamin A splicing
CCOc1cc(/C=N/NC(N)=O)cc(Br)c1OCC(=O)Nc1cccc2ccccc12
  -3% | -9.4% | -19%[46.1 µM] | -12% | 1% | 6%[38.3 µM] | 18%
COc1ccc(CCNc2oc(COc3ccccc3F)nc2C#N)cc1OC
  6% | -0.7% | -12%[46.1 µM] | ? | -3% | -2%[38.3 µM] | ?
CC1=NN(/C(=N\c2nnc(C)s2)Nc2ccc(C)cc2)[C@H](c2ccc(C)cc2)S1
  -8% | 0.0% | ? | -4% | 0% | 14% | -7%
C/C(=N\NC(=O)c1ccc(OC2OCCOC2Oc2ccc(C(=O)N/N=C(\C)c3ccncc3)cc2)cc1)c1ccncc1 (stereo not given)
  6% | -0.3% | 4% | 3% | nt | nt | nt
COc1ccc(/C=N/N2CCOCC2)cc1COc1ccc(Cl)cc1
  1% | -1.3% | -10% | -4% | -3% | 4% | -8%
COCCCN(C(C)=O)c1nc(-c2ccccc2)cs1
  11% | -1.1% | -13%[46.1 µM] | 5% | -4% | 33%[38.3 µM] | 4%
O=C(CCNC(=O)Cn1ccc2ccccc2c1=O)NCCN1CCc2ccccc2C1
  0% | 0.0% | 12%[46.1 µM] | 7% | -2% | 22%[38.3 µM] | 6%
Cn1c2c(c(=O)n3ncnc13)CCCC2
  -3% | 1.1% | 12% | -1% | nt | nt | nt
N#Cc1ccc(CSc2nnc(Nc3ccccc3)s2)cc1
  -3% | -0.8% | -26%[46.1 µM] | 1% | -1% | 3%[38.3 µM] | ?
CN1CCN(C(CNS(=O)(=O)c2ccc(F)cc2)c2cccnc2)CC1 (stereo not given)
  2% | -0.8% | 0%[46.1 µM] | -1% | -1% | 2% | -5%
CCC(=O)Nc1ccc(-c2nc(-c3ccccc3)n(CC(=O)N3CCCCC3)n2)cc1
  8% | 0.0% | -9%[46.1 µM] | 5% | 1% | 20%[38.3 µM] | -6%
COc1cc(OC)cc(C(=O)NCC(=O)OCC(=O)C(C)(C)C)c1
  -10% | 0.0% | 11% | 6% | 4% | -5% | -2%
Cc1cccc(N2CCN(C(=O)Cn3cnc4c3c(=O)n(C)c(=O)n4C)CC2)c1C
  -5% | -2.0% | -2%[46.1 µM] | 2% | 3% | -8% | -20%
COc1ccc(-c2cc(C(F)(F)F)n3nc(C(=O)NCCCn4ccnc4)cc3n2)cc1
  0% | -6.3% | 18%[46.1 µM] | -15% | 1% | ? | 2%
O=C(N/N=C/c1ccc(Cl)cc1)Nc1ccccc1
  0% | 0.9% | ? | 4% | -3% | -9%[38.3 µM] | 12%
CCn1cc(C(=O)OCC(=O)c2ccccc2)c(=O)c2ccc(C)nc21
  -2% | 0.1% | 10% | -6% | -2% | -3% | -26%[46 µM]
CC(=O)NS(=O)(=O)c1ccc(NC(=O)COc2ccc(C(=O)c3ccccc3)cc2)cc1
  -15% | -1.9% | 2% | -7% | 0% | -7% | 1%
CN1CCCC1CCOC(C)(c1ccccc1)c1ccc(Cl)cc1 (stereo not given)
  -16% | 0.0% | -13%[46.1 µM] | 18% | -3% | 38% | ?
Nc1cc(=O)[nH]c(SCc2nnc(-c3ccccc3)o2)n1
  6% | 0.7% | -3%[46.1 µM] | -16% | 0% | 6%[38.3 µM] | 7%
CNC(=S)N/N=C/c1ccc(-c2cccc(C(=O)O)c2)o1
  9% | 1.4% | -23% | 9% | nt | nt | nt
O=C(CSCc1ccc(Cl)cc1)NCc1ccccn1
  0% | -1.3% | -13% | -27% | -1% | -15% | -7%
Cc1oc2c(cc(NS(=O)(=O)c3cccs3)c3ccccc32)c1C(=O)OC(C)C
  -5% | 5.8% | ? | 6% | -4% | 16% | ?
COc1cccc(CN2CCNC(=O)C2CC(=O)NCCn2ccc3ccccc32)c1OC (stereo not given)
  -1% | -0.1% | -20% | -22% | -1% | 3% | ?
CC(=O)c1c(C)[nH]c(C(=O)CN2C(=O)NC(C)(CCC(C)C)C2=O)c1C (stereo not given)
  1% | -4.8% | 16% | 8% | -2% | 1% | -12%[46 µM]

Complete entries as entered above. Order of screens: GLA spleen mod	Epigenetic reg	NPSR antag	CBFb-RUNX1 inh	Luc counter	IMPase Li cell	Lamin A splicing
CCOc1cc(/C=N/NC(N)=O)cc(Br)c1OCC(=O)Nc1cccc2ccccc12 reads -3%	-9.4%	-19%[46.1 µM]	-12%	1%	6%[38.3 µM]	18%
Cn1c2c(c(=O)n3ncnc13)CCCC2 reads -3%	1.1%	12%	-1%	nt	nt	nt

The list is partial; rates above refer to the full screens.
